M4 antag: antagonists of human muscarinic M4 receptor (CHRM4); inhibition, % at 3 µM; 0.73% of 360,000 active; CHO-hM4 cells, ACh EC80, Fluo-8 calcium fluorescence; P08173; AID 624125;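 active = inhibition above its plate's cutoff, the mean inhibition of sample wells plus 3 SD, cut at about 27% in these data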;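 note: 0% = acetylcholine EC80 with DMSO and 100% = DMSO without agonist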
Target sequence (P08173 whole entry, looked up): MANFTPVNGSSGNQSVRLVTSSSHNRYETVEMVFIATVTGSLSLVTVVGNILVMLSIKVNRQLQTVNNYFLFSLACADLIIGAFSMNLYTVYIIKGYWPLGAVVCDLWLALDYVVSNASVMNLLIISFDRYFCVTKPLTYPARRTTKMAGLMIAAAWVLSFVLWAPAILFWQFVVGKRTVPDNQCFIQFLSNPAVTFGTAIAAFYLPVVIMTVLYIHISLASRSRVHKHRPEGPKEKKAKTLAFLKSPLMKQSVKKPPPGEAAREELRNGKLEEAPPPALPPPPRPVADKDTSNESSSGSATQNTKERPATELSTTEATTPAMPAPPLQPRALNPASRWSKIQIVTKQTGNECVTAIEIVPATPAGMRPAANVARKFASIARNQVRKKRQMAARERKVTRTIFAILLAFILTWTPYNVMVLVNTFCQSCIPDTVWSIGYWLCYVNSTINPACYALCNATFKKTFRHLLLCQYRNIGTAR
M4 PAM: positive allosteric modulators of human muscarinic M4 receptor; P08173; CHO-K1 hM4/Gqi5, Fluo-8 calcium fluorescence, ACh EC20; 0% = ACh EC20, 100% = maximal ACh; activation, % at 3 µM; 0.4% of 360,000 active; AID 624126;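 active = activation above its plate's cutoff, the mean activation of sample wells plus 3 SD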; note: some results filed as inactive read as strong as hits
CHRM4 agonist: CHRM4 agonism in calcium assay. CHO-K1 hM4/Gqi5, Fluo-8 calcium fluorescence; vehicle 0%, full acetylcholine response 100%. activation, % at 3 µM. 0.14% of 360,000 active. AID 624127;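 active = activation above the run mean over all test wells plus 3 SD, cut at about 32% in these data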;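 note: peak over basal fluorescence ratio per well then scaled between controls; 0% = DMSO wells and 100% = acetylcholine at EC100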
M5 antag: CHRM5 antagonism in calcium assay. P08912. CHO-hM5 cells, Fluo-8 calcium fluorescence, ACh EC80. inhibition, % at 3 µM. 0.59% of 360,000 active. AID 624040;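 active = inhibition above a per-plate cutoff, the mean of that plate's test compounds plus 3 SD, cut at about 27% in these data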;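 note: 0% = acetylcholine EC80 with DMSO and 100% = DMSO without agonist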
Target sequence (P08912 whole entry, looked up): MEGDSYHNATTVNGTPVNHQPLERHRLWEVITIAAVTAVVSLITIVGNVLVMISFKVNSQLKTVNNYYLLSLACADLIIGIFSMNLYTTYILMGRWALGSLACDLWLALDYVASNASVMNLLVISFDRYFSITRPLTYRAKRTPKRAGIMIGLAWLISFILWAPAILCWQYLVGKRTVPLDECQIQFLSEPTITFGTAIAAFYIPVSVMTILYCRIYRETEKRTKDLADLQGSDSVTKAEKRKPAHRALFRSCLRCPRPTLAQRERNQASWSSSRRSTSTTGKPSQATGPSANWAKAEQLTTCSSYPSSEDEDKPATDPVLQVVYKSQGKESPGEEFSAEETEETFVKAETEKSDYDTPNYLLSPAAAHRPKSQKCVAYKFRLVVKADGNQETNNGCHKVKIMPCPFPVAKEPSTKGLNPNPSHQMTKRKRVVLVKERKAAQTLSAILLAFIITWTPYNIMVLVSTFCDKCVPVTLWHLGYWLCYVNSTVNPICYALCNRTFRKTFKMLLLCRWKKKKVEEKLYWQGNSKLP
CHRM5 PAM: positive allosteric modulators of human muscarinic M5 receptor | P08912 | CHO-K1 hM5, Fluo-8 calcium, ACh EC20 PAM; 0% = ACh EC20, 100% = ACh EC100 | 0.3% of 360,000 active | activation, % at 3 µM | AID 624038;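 active = activation above the run cutoff, the mean activation of all test compounds plus 3 SD, cut at about 18% in these data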
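Test system: CHO-K1 hM5 cells / Doses: single-point, 3 µM nominal / Times: Post-acetylcholine fluorescence recording 140 s / Technique: Fluo-8 calcium fluorescence / Measure: Max/basal fluorescence ratio as % of EC20–EC100 ACh window / Benchmarks: low control EC20 acetylcholine (0%), high control EC100 acetylcholine (100%) / Replicates: one well per compound, no replicates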
M5 ag: agonists of human muscarinic M5 receptor (CHRM5) | activation, % at 3 µM | P08912 | CHO-K1 hM5 cells, Fluo-8 calcium fluorescence; 0% DMSO wells, 100% maximal acetylcholine response | 0.19% of 360,000 active;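 active = activation above the run's mean over test compounds plus 3 SD, cut at about 23% in these data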;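 note: signal is peak over basal fluorescence ratio across the kinetic read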
M1 antag: blocks human M1 muscarinic receptor; CHO-K1 hM1, Fluo-8 calcium fluorescence, ACh EC80 antagonist; P11229; AID 588852; 1.3% of 360,000 active; inhibition, % at 3 µM;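 active = percent inhibition above its own plate's cutoff, namely the mean of that plate's compound wells plus 3 SD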;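 note: peak over basal fluorescence ratio during 140 s after agonist addition; 0% = ACh EC80 plus DMSO and 100% = DMSO alone without agonist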
CRFBP-R2 agonist: CRF-BP/CRF-R2 complex agonism | HEK293 CRF-R2/CRF-BP, calcium dye fluorescence (FLIPR); percent of saturating CRF peptide response | activation, % at 13.2 µM | 0.46% of 350,000 active | AID 588473;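 active = activation of at least 50%, plus an integration ratio under a set limit after plate pattern correction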;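 note: plate controls were neutral control wells without compound for no effect and CRF at EC100 for full effect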
M1 PAM: human CHRM1 positive allosteric modulation; AID 588819; CHO-K1 hM1, Fluo-8 calcium fluorescence, ACh EC20; 0% = ACh EC20, 100% = maximal ACh; 0.088% of 360,000 active; activation, % at 3 µM; P11229; in the data active = activation above about 19%, passing the limit was not always enough
* = called active by the depositor; . = not tested or not shown.

| M4 antag | M5 ag | M1 PAM | CHRM4 agonist | CRFBP-R2 agonist | SMILES | CHRM5 PAM | M5 antag | M1 antag | M4 PAM |
| --- | --- | --- | --- | --- | --- | --- | --- | --- | --- |
| -6 | -5 | -2 | 1 | 0.3 | C1=C(c2ccccc2)N2CCN=C2S1 | -12 | 9 | -9 | -4 |
| -6 | -1 | 4 | 1 | 0.0 | COc1ccccc1C(=O)NCc1ccc(-c2nc3ccccc3s2)cc1 | 3 | -3 | 5 | 1 |
| 4 | -2 | -6 | 3 | 0.2 | CCn1ccnc1CN(C)Cc1nc(-c2ccc(C(=O)OC)cc2)no1 | -11 | 10 | 6 | -22 |
| 0 | -3 | 5 | 0 | -2.6 | COc1ccccc1NC(=O)C(C)NS(=O)(=O)c1ccc(F)cc1 (stereo not given) | 2 | -2 | -11 | 5 |
| 2 | -1 | 6 | -1 | 2.2 | CCOC(=O)c1sc(Nc2nc3ccc(OC)cc3s2)cc1C | 1 | 2 | -8 | 8 |
| -7 | 4 | 13 | 1 | -0.2 | NC(=O)c1cccnc1Nc1ccccc1F | 13 | -11 | -3 | 0 |
| -9 | 3 | 18 | 1 | -0.5 | CC(NS(=O)(=O)CCNC(=O)c1ccccc1)c1ccccc1 (stereo not given) | 1 | 5 | -18 | 13 |
| 9 | 3 | 7 | 4 | -0.5 | Cc1ccccc1OCc1nnc(SCC(=O)Nc2ccc3nc(SCC(=O)Nc4ccccc4)sc3c2)n1C | 1 | 2 | -3 | 7 |
| 3 | 4 | 14 | 2 | -4.8 | CC(/C=C/C=C/c1ccccc1)=N/NC(=O)CNc1ccc(C)cc1 | 3 | 13 | -7 | 6 |
| 2 | -4 | 10 | 1 | -5.5 | COc1ccc(C2=NN(CC(=O)Nc3cc(C)ccc3C)C(=O)CC2)cc1 | 8 | -5 | -18 | 19 |
| -6 | -4 | 7 | 2 | 2.2 | Cc1cc(C(F)(F)F)nc(SCC(=O)c2cccc([N+](=O)[O-])c2)n1 | 2 | -5 | -1 | 6 |
| -10 | -2 | -6 | 0 | -1.4 | CCCOC(=O)c1ccc(NC(=O)/C=C/c2cccs2)cc1 | -4 | 6 | 11 | 6 |
| -14 | -5 | 1 | 4 | -0.3 | O=C(Cn1ncc(N2CCCC2)c(Br)c1=O)c1ccc(Cl)cc1 | 0 | 8 | -1 | 12 |
| -5 | -4 | 5 | 4 | -2.3 | CCN1CCCC1CNC(=O)c1[nH]c2ccc(OC)cc2c1C (stereo not given) | -1 | -3 | -10 | -4 |
| 0 | 0 | 7 | 1 | -1.9 | CCn1cc(-c2nnnn2-c2ccc(Cl)cc2)c(=O)c2ccccc21 | 7 | -9 | 8 | 7 |
| 3 | -10 | -12 | 6 | 1.3 | CC(C)(Oc1ccc(Cl)cc1)C(=O)NCC(c1ccco1)N1CCCCC1 (stereo not given) | -27 | 17 | 18 | -9 |
| 9 | -5 | 2 | 0 | 0.4 | Cc1ccc(C)n1NC(=O)c1ccccc1 | -4 | -5 | -2 | -5 |
| -5 | -4 | 2 | -2 | . | CC(C)C[C@H]1CN([C@@H](Cc2ccccc2)CN2CCC[C@@H]2CN2C(=O)C(=O)NC[C@@H]2Cc2ccccc2)C(=O)C(=O)N1CC1CCCCC1 | -8 | 12 | 3 | -2 |
| 1 | -12 | -13 | 4 | 4.0 | O=C(c1cc(C2CC2)nn1-c1ccccc1)N1CCN(S(=O)(=O)c2c(F)cccc2F)CC1 | 4 | -4 | 10 | -3 |
| -4 | 0 | 4 | 1 | 6.2 | Cc1cc(Cl)ccc1OCC(=O)NCCC(=O)O | -8 | 5 | -17 | 10 |
| -11 | 2 | 10 | 1 | . | CS(=O)(=O)Nc1ccc(-c2ccc3nccn3c2)cc1 | 5 | 2 | -16 | 7 |
| -8 | 1 | 8 | 2 | 0.1 | O=C1CCC(C(=O)OC(C(=O)Nc2ccc([N+](=O)[O-])cc2Br)c2ccccc2)=NN1 (stereo not given) | -2 | -2 | -9 | 12 |
| 1 | 5 | 7 | 1 | 8.8 | CN1C(=O)/C(=C/c2ccc(OCc3ccc(C(=O)O)cc3)c(Cl)c2)NC1=S | 4 | -3 | -15 | -2 |
| -2 | -1 | 8 | 5 | -2.1 | O=C(NCc1ccc(Cl)cc1Cl)C(=O)N1CCCCC1 | 3 | -3 | -10 | 15 |
| 14 | -6 | 1 | -1 | 2.8 | Nc1nc(CSc2nc3ccccc3s2)nc(N2CCCCC2)n1 | -13 | 4 | -8 | 7 |
| -2 | 4 | -6 | 10 | 23 | COC(=O)c1scc(C#N)c1N/N=C(\C#N)S(=O)(=O)c1ccc(Cl)cc1 | -23 | 24 | 2 | -7 |
| -5 | 0 | 6 | -1 | -1.6 | c1ccc(-c2nnc3n2N=C(c2ccc4c(c2)OCO4)CS3)nc1 | 2 | -5 | -13 | 14 |
| -5 | -3 | 9 | 11 | -2.6 | COc1ccc(/C(O)=C2/C(=O)C(=O)N(c3ncccn3)C2c2ccc(F)cc2)cc1 (stereo not given) | -11 | 10 | -9 | -12 |
| -9 | 3 | 9 | 1 | -1.4 | O=C(NNC(=O)C1CCC1)c1ccc(F)cc1 | -3 | 3 | -16 | 6 |
| 3 | -5 | 5 | 0 | 0.4 | COc1cc(-n2c(C)nc3cc(C(=O)NCC4CCCO4)ccc32)cc(OC)c1OC (stereo not given) | -4 | 11 | -2 | 4 |
| -7 | 2 | 3 | 2 | 4.1 | CCN1CCN(C(=O)C2CCN(Cc3nc(-c4cccc(Cl)c4)oc3C)CC2)CC1 | 5 | -1 | -12 | 3 |
| 0 | -4 | -7 | 1 | . | CCCCN(C=O)c1c(CC)nc2ccc(C(=O)N3CCN(c4ccccc4)CC3)cn12 | 2 | 15 | 9 | 2 |
| 7 | 0 | 18 | 0 | 0.1 | Cc1cc(OCc2ccccc2)ccc1/C(O)=C1/C(=O)C(=O)N(Cc2cccnc2)C1c1ccncc1 (stereo not given) | -5 | 11 | -16 | 4 |
| 18 | -7 | -10 | 6 | 0.6 | COc1ccc(NC(=O)COC(=O)c2c3c(nc4ccccc24)CCCC3)cc1Cl | -49 | 10 | 22* | -15 |
| 0 | 1 | -3 | 3 | -1.7 | CCOc1ccccc1CNC(=O)C1CCN(S(=O)(=O)N2CCC(C)CC2)CC1 | -3 | 3 | 2 | -3 |
| -3 | -6 | 7 | 3 | 1.8 | O=C(COC(=O)CC1CC2CCC1C2)Nc1cc([N+](=O)[O-])ccc1F (stereo not given) | 4 | 6 | -4 | -1 |
| 3 | -2 | 5 | 7 | 2.3 | N#C/C(=C/c1ccc(Cl)cc1)NC(=O)c1ccccc1 | -12 | 3 | -22 | 1 |
| -12 | -1 | 13 | 0 | -0.3 | COc1cccc(CN2C[C@]34C=C[C@@H](C[C@@H]3S2(=O)=O)O4)c1 | 2 | 17 | -8 | 10 |
| -6 | 7 | 14 | 2 | 5.0 | O=C1[C@H](Cc2ccccc2)NCCCC[C@@H](c2ccc(Cl)cc2)N1Cc1ccc(Cl)cc1 | 7 | 3 | -4 | 12 |
| 0 | -2 | -2 | 1 | 1.1 | O=C(c1cc(Br)c(Br)s1)N1CCc2ccccc2C1 | -5 | 3 | 0 | -4 |
| 5 | -2 | 3 | 0 | 3.1 | CCC(CC)NC(=O)c1ccc2nc[nH]c2c1 | 1 | -7 | -29 | 19 |
| 0 | 0 | 14 | 1 | -1.0 | COc1ccc(-c2nnc(SCC(=O)NCc3ccco3)n2C)cc1 | 2 | 4 | -12 | 16 |
| -2 | 4 | 1 | 8 | -0.6 | Cc1ccsc1/C=N/NC(=O)c1nnn(-c2nonc2N)c1C(C)C | -2 | 3 | -8 | 0 |
| -9 | 2 | 3 | 5 | -2.5 | O=C(c1nc2ccccn2c1CNCCCn1cccn1)N1CCCC1 | 5 | 6 | -12 | 2 |
| 7 | -5 | 0 | 6 | -0.3 | COC(=O)c1sccc1NC(=O)CSc1ccccc1NS(=O)(=O)c1ccccc1Cl | -25 | 9 | 8 | -11 |
| -2 | -3 | 13 | 1 | -0.2 | CC(C)c1ccc(NC(=O)NC2(C(=O)NCc3cccnc3)CCCCC2)cc1 | 7 | -5 | -15 | 0 |
| -10 | 2 | 6 | 2 | 1.5 | COc1ccc(-c2cccc([C@H]3[C@@H]4C=CCC[C@@]4(C)C(=O)N3Cc3ccccc3)c2)cc1 | 0 | 10 | 0 | 6 |
| 12 | -3 | 4 | 1 | -1.3 | Cc1ccc2c(c1)N(CC(=O)O)C(=O)CO2 | -3 | 3 | 1 | 28 |
| -5 | 3 | 2 | 2 | -0.2 | COc1ccc(-c2cc(C(=O)Nc3cccc(C(C)=O)c3)no2)cc1 | 1 | 3 | -11 | -1 |

Of the compounds above, these contain four or more nitrogen atoms:
| M4 antag | M5 ag | M1 PAM | CHRM4 agonist | CRFBP-R2 agonist | SMILES | CHRM5 PAM | M5 antag | M1 antag | M4 PAM |
| --- | --- | --- | --- | --- | --- | --- | --- | --- | --- |
| 4 | -2 | -6 | 3 | 0.2 | CCn1ccnc1CN(C)Cc1nc(-c2ccc(C(=O)OC)cc2)no1 | -11 | 10 | 6 | -22 |
| 9 | 3 | 7 | 4 | -0.5 | Cc1ccccc1OCc1nnc(SCC(=O)Nc2ccc3nc(SCC(=O)Nc4ccccc4)sc3c2)n1C | 1 | 2 | -3 | 7 |
| 0 | 0 | 7 | 1 | -1.9 | CCn1cc(-c2nnnn2-c2ccc(Cl)cc2)c(=O)c2ccccc21 | 7 | -9 | 8 | 7 |
| -5 | -4 | 2 | -2 | . | CC(C)C[C@H]1CN([C@@H](Cc2ccccc2)CN2CCC[C@@H]2CN2C(=O)C(=O)NC[C@@H]2Cc2ccccc2)C(=O)C(=O)N1CC1CCCCC1 | -8 | 12 | 3 | -2 |
| 1 | -12 | -13 | 4 | 4.0 | O=C(c1cc(C2CC2)nn1-c1ccccc1)N1CCN(S(=O)(=O)c2c(F)cccc2F)CC1 | 4 | -4 | 10 | -3 |
| -8 | 1 | 8 | 2 | 0.1 | O=C1CCC(C(=O)OC(C(=O)Nc2ccc([N+](=O)[O-])cc2Br)c2ccccc2)=NN1 (stereo not given) | -2 | -2 | -9 | 12 |
| 14 | -6 | 1 | -1 | 2.8 | Nc1nc(CSc2nc3ccccc3s2)nc(N2CCCCC2)n1 | -13 | 4 | -8 | 7 |
| -2 | 4 | -6 | 10 | 23 | COC(=O)c1scc(C#N)c1N/N=C(\C#N)S(=O)(=O)c1ccc(Cl)cc1 | -23 | 24 | 2 | -7 |
| -5 | 0 | 6 | -1 | -1.6 | c1ccc(-c2nnc3n2N=C(c2ccc4c(c2)OCO4)CS3)nc1 | 2 | -5 | -13 | 14 |
| -7 | 2 | 3 | 2 | 4.1 | CCN1CCN(C(=O)C2CCN(Cc3nc(-c4cccc(Cl)c4)oc3C)CC2)CC1 | 5 | -1 | -12 | 3 |
| 0 | -4 | -7 | 1 | . | CCCCN(C=O)c1c(CC)nc2ccc(C(=O)N3CCN(c4ccccc4)CC3)cn12 | 2 | 15 | 9 | 2 |
| 0 | 0 | 14 | 1 | -1.0 | COc1ccc(-c2nnc(SCC(=O)NCc3ccco3)n2C)cc1 | 2 | 4 | -12 | 16 |
| -2 | 4 | 1 | 8 | -0.6 | Cc1ccsc1/C=N/NC(=O)c1nnn(-c2nonc2N)c1C(C)C | -2 | 3 | -8 | 0 |
| -9 | 2 | 3 | 5 | -2.5 | O=C(c1nc2ccccn2c1CNCCCn1cccn1)N1CCCC1 | 5 | 6 | -12 | 2 |
| -2 | -3 | 13 | 1 | -0.2 | CC(C)c1ccc(NC(=O)NC2(C(=O)NCc3cccnc3)CCCCC2)cc1 | 7 | -5 | -15 | 0 |

Screening data (PubChem)
